Rab7 wt modul: modulators of GTP binding to dog Rab7 wildtype GTPase. hit rate 0.055% among 190,000. GST-Rab7 beads, fluorescent GTP binding, flow cytometry; actives lie on both sides; untreated = 100%, excess cold GTP = 0%. GTP binding activity (percent of control), % at 10 µM;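 active = fluorescent GTP binding to Rab7 beads changed by at least 20 points from the 100% baseline, either direction, mostly lower; inconclusive = compound itself probably fluorescent, or too few beads counted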;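 also: median green fluorescence of bound Bodipy-FL-GTP per Rab7 bead population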
Rac1 wt GTP bind: alters GTP binding to wildtype human Rac1; GTP binding activity (% of control), % at 10 µM; GST-Rac1 beads, fluorescent GTP binding, flow cytometry; actives lie on both sides; 0 = cold GTP competed, 100 = untreated; hit rate 0.27% among 190,000;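 active = GTP binding activity at least 20 points away from the 100% control level, either lower or higher; inconclusive = compound flagged as likely green fluorescent, judged across all proteins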
Rac1 mut GTP: alters GTP binding to activated mutant human Rac1 | GST-Rac1 activated beads, fluorescent GTP binding, flow cytometry; actives lie on both sides; 100% means binding = to untreated wells | P63000 | hit rate 0.11% among 190,000 | percent activity (GTP binding), % at 10 µM;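 active = GTP binding at least 20 percentage points away from the 100% baseline, in either direction, so actives lie on both sides; inconclusive = Compound likely fluorescent itself, or too few beads counted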
Bim-Bcl-B: disrupts Bim peptide binding to human Bcl-B; inhibition, % at 10 µM; hit rate 0.073% among 190,000; Q9HD36; bead-based flow cytometry;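 also: 0% = tracer peptide without compound and 100% = reference inhibitor peptide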
Target sequence (Q9HD36 whole entry, looked up): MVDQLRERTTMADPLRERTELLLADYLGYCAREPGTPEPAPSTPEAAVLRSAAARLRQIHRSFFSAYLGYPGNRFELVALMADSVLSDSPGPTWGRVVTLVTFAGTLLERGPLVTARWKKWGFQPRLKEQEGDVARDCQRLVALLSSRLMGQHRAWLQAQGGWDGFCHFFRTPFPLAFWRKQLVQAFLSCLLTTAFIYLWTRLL
Rab2A wt mod: changes GTP binding to wildtype dog Rab2A, up or down; P61105; GST-Rab2 wt beads, Bodipy-GTP binding, flow cytometry; GTP binding activity, % at 10 µM; hit rate 0.19% among 190,000; AID 760;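 active = GTP binding activity at least 20 points away from 100%, either lowered or raised; inconclusive = signal likely due to the compound's own green fluorescence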;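 also: 0% = beads with excess unlabeled GTP and 100% = no-compound control corrected for plate trend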
HRas wt GTP bind: human HRas wildtype GTP binding, change in either direction; GST-Ras wt beads, Bodipy-FL-GTP binding, flow cytometry; actives lie on both sides; GTP binding activity, % at 10 µM; hit rate 0.14% among 190,000;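 active = GTP binding activity at least 20% away from the 100% baseline, either lowered as inhibitor or raised as activator; inconclusive = flagged as likely green fluorescent, judged across all proteins in the well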;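 also: 0% = unlabeled GTP competition control and 100% = no-compound control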
Bcl-W Bim block: inhibitors of Bim-Bcl-W interaction, human; Q92843; bead-based flow cytometry, Bim peptide-Bcl-W binding; inhibition, % at 10 µM; hit rate 0.02% among 190,000; AID 952;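 also: 0% = bound tracer without compound and 100% = peptide blocker; higher means less fluorescent Bim peptide bound to Bcl-W beads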
Target sequence (Q92843 whole entry, looked up): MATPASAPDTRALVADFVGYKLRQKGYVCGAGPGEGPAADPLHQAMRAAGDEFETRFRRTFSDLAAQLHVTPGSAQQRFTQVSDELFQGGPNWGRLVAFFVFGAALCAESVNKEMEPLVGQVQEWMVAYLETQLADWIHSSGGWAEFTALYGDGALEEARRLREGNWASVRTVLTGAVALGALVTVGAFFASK
Cdc42 wt GTP: modulators (inhibitors or activators) of GTP binding to human Cdc42 wildtype; P60953; GST-Cdc42 beads, Bodipy-GTP binding, flow cytometry; actives lie on both sides; percent activity (GTP binding), % at 10 µM; hit rate 0.2% among 190,000; AID 761;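 active = percent activity GTP binding at least 20 points away from the 100% baseline, either down as inhibitor or up as activator; inconclusive = compound flagged as likely green fluorescent from well-wide comparison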;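 also: median bead fluorescence of bound Bodipy-FL-GTP at 100 nM; 0% = excess unlabeled GTP control and 100% = no compound control; below 100% means less GTP binding so inhibitor and above means activator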
Target sequence (P60953 whole entry, looked up): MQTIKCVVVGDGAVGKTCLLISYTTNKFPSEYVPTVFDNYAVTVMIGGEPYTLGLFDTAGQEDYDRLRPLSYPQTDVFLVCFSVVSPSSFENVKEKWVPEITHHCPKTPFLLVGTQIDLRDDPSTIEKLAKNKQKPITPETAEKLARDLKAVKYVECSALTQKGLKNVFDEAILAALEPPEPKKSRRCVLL
Bim-Bfl-1: human Bim-Bfl-1 interaction inhibition; AID 1008; Bead-based flow cytometry, Bim-Bfl-1 binding inhibition; hit rate 0.12% among 190,000; inhibition, % at 10 µM;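 also: 0% = wells without compound plus tracer and 100% = blocker peptide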
Bim-Bcl-XL: inhibitors of Bim-Bcl-XL interaction, human; Q07817; Bim peptide-Bcl-XL binding, bead flow cytometry, fluorescence; inhibition, % at 10 µM; hit rate 0.04% among 190,000
Target sequence (Q07817 whole entry, looked up): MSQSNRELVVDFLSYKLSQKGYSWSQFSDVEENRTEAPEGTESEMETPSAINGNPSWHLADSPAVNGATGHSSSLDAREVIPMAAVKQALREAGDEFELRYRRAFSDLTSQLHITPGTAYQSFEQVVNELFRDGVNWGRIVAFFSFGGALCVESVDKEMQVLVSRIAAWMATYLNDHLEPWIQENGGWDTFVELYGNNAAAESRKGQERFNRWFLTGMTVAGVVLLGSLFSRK
Bim-Bcl-2: human Bim-Bcl-2 interaction inhibition. Bead-based flow cytometry, Bim peptide-Bcl-2 binding. hit rate 0.06% among 190,000. inhibition, % at 10 µM; in the data active = inhibition above about 40%; inconclusive = no clear call, values can overlap the other calls;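 also: 0% = no compound wells with probe peptide and 100% = reference peptide inhibitor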
Numbers without * were called inactive; ? = inconclusive. Rule as the data show it, unless noted: active = inhibition above about 40%.

SMILES	Rab7 wt modul	Rac1 wt GTP bind	Rac1 mut GTP	Bim-Bcl-B	Rab2A wt mod	HRas wt GTP bind	Bcl-W Bim block	Cdc42 wt GTP	Bim-Bfl-1	Bim-Bcl-XL	Bim-Bcl-2
O=C(c1cnn2c(C(F)(F)F)cc(-c3ccc4c(c3)OCO4)nc12)N1CCCCC1	93.0	96.0	94.0	-10.0	96.0	96.0	-4.0	97.0	-15.0	1.0	-10.0
O=C(NCc1ccco1)c1ccc(CS(=O)(=O)Cc2ccc(F)cc2)o1	101.0	105.0	102.0	2.0	104.0	105.0	0.0	108.0	-1.0	-1.0	-6.0
Cc1nn(Cc2c(Cl)cccc2Cl)c(Cl)c1/C=N/NC(=O)c1cccnc1	100.0	105.0	101.0	-4.0	101.0	102.0	-4.0	98.0	0.0	-1.0	0.0
CCCCOC(=O)CSc1nc2c(c(=O)[nH]c(=O)n2C)n1C/C=C(\C)Cl	98.0	104.0	101.0	-2.0	102.0	103.0	3.0	105.0	6.0	1.0	0.0
CCN(CCCNC(=O)CC(C(=O)N1CCc2ccccc21)n1ccnc1)c1ccccc1 (stereo not given)	104.0	99.0	99.0	-4.0	100.0	100.0	0.0	101.0	0.0	-4.0	-4.0
Cn1c(=N)c(S(=O)(=O)c2ccc(F)cc2)cc2c(=O)n3ccccc3nc21	?	?	?	4.0	?	?	1.0	?	0.0	2.0	1.0
S=C(NCCC(c1ccccc1)c1ccccc1)Nc1ccc(Cl)cc1	99.0	102.0	101.0	-6.0	103.0	103.0	-2.0	102.0	-6.0	-2.0	-5.0
O=C1NC(=O)c2cc(Br)cc3cccc1c23	93.0	88.0	89.0	-2.0	90.0	90.0	-1.0	91.0	-3.0	-2.0	-1.0
O=C(Nc1ccc2c(c1)CCC2)c1cccc(S(=O)(=O)Nc2ccccc2Cl)c1	96.0	101.0	97.0	-1.0	96.0	97.0	0.0	98.0	2.0	-1.0	-5.0
Cc1ccc(NC(=O)/C(=C/C=C/c2ccccc2)NC(=O)c2ccccc2)cc1	100.0	102.0	97.0	-9.0	96.0	100.0	-3.0	98.0	-8.0	-8.0	-5.0
CC(=O)N(CN1C(=O)c2ccccc2C1=O)c1ccc2c(c1)oc1ccccc12	97.0	102.0	94.0	-10.0	96.0	98.0	-3.0	99.0	-5.0	-6.0	-5.0
CCN(CC)c1ccc2cc(C(N)=O)/c(=N\NC(=O)c3ccncc3)oc2c1	102.0	103.0	99.0	0.0	101.0	101.0	0.0	99.0	-3.0	-1.0	0.0
O=Nc1c(O)n(Cc2cccc(C(F)(F)F)c2)c2ccccc12	109.0	105.0	96.0	0.0	103.0	104.0	-1.0	101.0	-2.0	1.0	-1.0
Cc1ccc(C(=O)Nc2ccc3c(c2)CCC3)cc1	96.0	102.0	98.0	-5.0	97.0	96.0	1.0	97.0	-3.0	-4.0	-7.0
O=C(NCCc1ccccc1)c1ncn[nH]1	97.0	93.0	92.0	-4.0	92.0	94.0	-3.0	95.0	-6.0	-4.0	-3.0
Cc1c(Cl)cnc(NC(=O)COC(=O)c2cccc(S(=O)(=O)N3c4ccccc4CC3C)c2)c1Cl (stereo not given)	98.0	110.0	100.0	-4.0	95.0	99.0	-2.0	98.0	0.0	-2.0	1.0
CCCC(=O)N1CCN(c2ccc(NC(=O)c3sc4ccccc4c3Cl)cc2)CC1	101.0	105.0	98.0	-5.0	99.0	102.0	-1.0	102.0	-21.0	-6.0	-11.0
Cn1c(NC(=O)C2CC2)cc(=O)n(C)c1=O	105.0	106.0	98.0	-5.0	103.0	102.0	-5.0	105.0	-8.0	-9.0	-10.0
CCOC(=O)/C=C/c1cnn(-c2ccccc2)c1	96.0	103.0	98.0	-4.0	97.0	96.0	-1.0	101.0	-1.0	-4.0	-5.0
N=c1n(Cc2ccccc2)c2ccccc2n1CC(O)c1ccccc1 (stereo not given)	98.0	98.0	99.0	-1.0	100.0	100.0	0.0	101.0	-1.0	1.0	3.0
CSC1=NCCN1CCOc1ccccc1	97.0	99.0	97.0	-6.0	98.0	97.0	-2.0	100.0	-2.0	-1.0	-1.0
O=[N+]([O-])c1cccc2ccc(/C=C/c3ccc(Cl)cc3)nc12	97.0	101.0	98.0	-2.0	100.0	97.0	0.0	98.0	-3.0	0.0	-1.0
COc1cccc(S(=O)(=O)Nc2ccc(C(=O)N3CCN(C(=O)c4ccco4)CC3)cc2)c1	100.0	108.0	99.0	-2.0	99.0	101.0	0.0	101.0	1.0	-3.0	0.0
COc1ccc(NC(=O)CSc2nnc(NC(=O)c3ccco3)s2)cc1	102.0	99.0	95.0	-3.0	100.0	98.0	-2.0	98.0	-6.0	-3.0	-2.0
Cc1cc(C(=O)CN2C(=O)NC3(CCCCC3)C2=O)c(C)n1-c1ccc2c(c1)OCO2	99.0	100.0	98.0	-6.0	97.0	99.0	-6.0	99.0	2.0	-8.0	-2.0
COc1ccc(S(=O)(=O)N2CC(C(=O)O)Oc3ccc(CC(=O)O)cc32)cc1 (stereo not given)	96.0	93.0	92.0	-2.0	93.0	95.0	0.0	95.0	0.0	-3.0	3.0
COc1cccc(C2/C(=C(/O)c3ccc(C)cc3)C(=O)C(=O)N2Cc2ccco2)c1 (stereo not given)	99.0	102.0	97.0	-4.0	99.0	99.0	-4.0	103.0	-3.0	-7.0	-6.0
O=C(c1oc(=O)c2ccccc2c1-c1ccccc1)N1CCOCC1	96.0	96.0	96.0	-9.0	97.0	98.0	-1.0	99.0	-5.0	-14.0	-7.0
O=C(Cc1ccccc1)Nc1ccccc1Sc1ccccc1	102.0	101.0	97.0	-4.0	96.0	99.0	0.0	97.0	0.0	-3.0	0.0
CCCC(C(=O)Nc1nccs1)c1ccccc1 (stereo not given)	98.0	94.0	92.0	-2.0	94.0	97.0	-2.0	98.0	-2.0	-1.0	0.0
CN(C1=NS(=O)(=O)c2ccccc21)c1ccc(OC(=O)c2ccncc2)cc1	97.0	100.0	95.0	-3.0	97.0	95.0	0.0	100.0	1.0	0.0	-1.0
COCCNC(=O)c1onc(CSc2ccccc2C)c1C(=O)O	95.0	94.0	94.0	-8.0	95.0	95.0	0.0	94.0	-13.0	1.0	-11.0
CCc1ccc(-c2cc(-c3n[nH]c(=S)n3CC)c3ccccc3n2)cc1	95.0	101.0	97.0	-7.0	94.0	99.0	-5.0	99.0	0.0	-8.0	-4.0
CCCCC(CC)CNC(=O)C(=O)C1C(=O)Nc2ccccc21 (stereo not given)	103.0	97.0	91.0	0.0	93.0	98.0	1.0	91.0	-4.0	1.0	-1.0
COc1ccc(C2(O)CCN(CC(=O)Nc3nccs3)CC2)c(OC)c1	103.0	107.0	100.0	-7.0	101.0	101.0	0.0	104.0	-17.0	-7.0	-14.0
O=[N+]([O-])c1c(NCCCO)cc(SCc2ccco2)c2nonc12	100.0	100.0	98.0	-7.0	95.0	98.0	0.0	98.0	23.0	-4.0	2.0
COc1ccc(C(=O)NCc2nnc(SCC(=O)N3CCCCC3)o2)cc1OC	98.0	95.0	94.0	-8.0	94.0	96.0	1.0	96.0	-14.0	-8.0	-7.0
COc1ccc(OCc2nnc(SCC(=O)N(C)Cc3ccccc3)n2N)cc1	92.0	97.0	94.0	-54.0	95.0	96.0	-4.0	96.0	22.0	-10.0	-4.0
CCN(c1ccccc1)S(=O)(=O)c1cc(C(=O)Nc2cccc(Cl)c2)ccc1F	99.0	103.0	98.0	-7.0	98.0	98.0	-8.0	101.0	-4.0	-7.0	-4.0
Cc1cc(C)n(C(=O)c2nn(C)c(C)c2[N+](=O)[O-])n1	102.0	101.0	98.0	-2.0	103.0	102.0	-4.0	101.0	9.0	-5.0	4.0
CC(NC(=S)Nc1ccc(S(N)(=O)=O)cc1)c1ccc2c(c1)OCO2 (stereo not given)	98.0	100.0	100.0	-7.0	97.0	96.0	-2.0	99.0	0.0	-7.0	-3.0
Cc1cnc(NC(=O)CSc2nnc(C)n2N)s1	99.0	101.0	95.0	-4.0	100.0	99.0	-2.0	100.0	0.0	-1.0	-1.0
O=C(Cn1ccc2ccccc2c1=O)NCCC(=O)N1CCN(C2CCCCC2)CC1	94.0	97.0	96.0	-6.0	97.0	97.0	-3.0	98.0	-10.0	-12.0	-12.0
CC1(C)c2ccccc2N2CC(=O)N(CC(N)=O)C21C (stereo not given)	97.0	102.0	100.0	0.0	101.0	98.0	0.0	100.0	-1.0	0.0	-3.0
COC(=O)/C(=C/Nc1ccccc1)[N+](=O)[O-]	101.0	104.0	100.0	-1.0	101.0	102.0	0.0	104.0	-4.0	1.0	-2.0
CCCCCCOC(=O)C[N+](C)(C)CCOC1CC2CCC1(C)C2(C)C (stereo not given)	98.0	100.0	97.0	-4.0	97.0	99.0	3.0	98.0	-8.0	2.0	-3.0
N#CC(C(=O)c1ccco1)c1ccccn1 (stereo not given)	99.0	103.0	100.0	0.0	104.0	104.0	-1.0	107.0	-3.0	-1.0	-3.0
Cc1ccc(S(=O)(=O)N2CCOCC2)cc1C(=O)OCC(=O)NC1CCS(=O)(=O)C1 (stereo not given)	101.0	108.0	101.0	-4.0	104.0	104.0	0.0	106.0	1.0	0.0	-1.0
CCOc1ccc(NC(=O)N2CCC(c3nc4ccccc4[nH]3)CC2)cc1	107.0	102.0	97.0	-3.0	101.0	101.0	0.0	98.0	0.0	-3.0	-2.0
CCCC(=O)Nc1ccc(NC(=O)c2ccco2)c(OC)c1	101.0	101.0	98.0	-5.0	101.0	98.0	-1.0	100.0	-9.0	-2.0	-7.0
O=C(CCCOc1ccccc1)NCCc1ccccc1	93.0	96.0	96.0	-3.0	95.0	93.0	0.0	93.0	-1.0	-3.0	-1.0
Cc1ccc(NC(=O)C(=O)NNC(=O)c2ccccc2C)cc1Cl	94.0	90.0	93.0	-8.0	93.0	93.0	-1.0	92.0	-11.0	-6.0	-7.0
COC(=O)c1ccc(S(N)(=O)=O)o1	101.0	101.0	99.0	6.0	99.0	100.0	0.0	102.0	1.0	-1.0	4.0
CCOC(=O)NC1(NCc2ccccc2)Oc2ccccc2O1	98.0	100.0	98.0	0.0	99.0	100.0	0.0	101.0	-3.0	-2.0	0.0
Nc1c(Cl)cc(Cl)cc1C(=O)OCC(=O)N1CCCC1	97.0	107.0	95.0	-5.0	97.0	98.0	0.0	89.0	-7.0	-4.0	-4.0

Screens from PubChem.
